# KCNK9 inh: KCNK9 potassium channel inhibitors, primary screen, HEK293 cells, thallium flux; Potassium channel subfamily K member 9 (Homo sapiens), Q9NPC2; FluxOR thallium flux fluorescence; active compounds read low; B-score at 10 µM; 1.2% of 310,000 active; AID 488922, 2010;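 active means ratio B-score over 3 SD below the library mean, with starting fluorescence within 5 SD of its mean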;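 further: negative B-score means less thallium flux so channel inhibition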
# Target sequence (Q9NPC2 whole entry, looked up): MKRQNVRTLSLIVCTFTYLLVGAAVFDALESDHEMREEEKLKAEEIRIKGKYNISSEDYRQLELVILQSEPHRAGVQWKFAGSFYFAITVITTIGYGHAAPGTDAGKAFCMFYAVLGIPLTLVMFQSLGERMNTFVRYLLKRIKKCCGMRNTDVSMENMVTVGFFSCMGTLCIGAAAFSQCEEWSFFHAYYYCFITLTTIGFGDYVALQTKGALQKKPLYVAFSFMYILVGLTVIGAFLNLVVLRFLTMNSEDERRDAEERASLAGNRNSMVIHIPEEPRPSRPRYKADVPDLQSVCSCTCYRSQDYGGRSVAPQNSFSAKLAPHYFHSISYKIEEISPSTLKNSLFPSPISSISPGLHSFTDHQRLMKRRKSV
# RGS4 pot: RGS4 potentiators or activators, primary screen, cell-based, HEK293 M3R inducible RGS4, calcium flux. 0.92% of 310,000 active. carbachol calcium flux Fluo4; active compounds read low. AID 463111, 2010. B-score at 10 µM;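 active means B-score of the integrated calcium signal more than 4 SD below the library mean, with starting fluorescence not abnormally high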;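 further: negative B-score means reduced calcium response which marks RGS4 activation or potentiation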
#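 Also added: carbachol at ECmax as muscarinic agonist stimulus; Assay system: HEK293 cells with stable M3R and inducible RGS4; Timing: overnight RGS4 induction, 30 min dye load 37 °C, 20 min compound RT; Measured by: Fluo4-AM (2 µM) calcium-flux fluorescence, kinetic read.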
# KCNQ1 act: potentiators or activators of KCNQ1 channel, primary screen, cell-based, thallium flux, high-throughput; CHO-K1 KCNQ1, thallium flux FluxOR fluorescence; active compounds read high; 0.35% of 310,000 active; B-score at 10 µM;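 active means fluorescence ratio B-score, a plate-corrected score, at least three library SD, with initial intensity B-score within 5 SD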
#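 Doses: Single concentration per compound, DMSO matched to controls | Test system: KCNQ1-transfected CHO-K1 cells | Timing: 90 min dye loading and 20 min compound exposure, both at room temperature | Measured by: Kinetic FluxOR thallium fluorescence, 10-s 1-Hz baseline, 110-s post-stimulus read | Medium: Assay buffer with matched DMSO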
# KCNK3 block: human KCNK3 channel inhibitors, primary screen, CHO cells, FluxOR thallium flux, B-score; FluxOR fluorescence; active compounds read low; B-score at 10 µM; 0.84% of 340,000 active; Potassium channel subfamily K member 3 (Homo sapiens), O14649;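 active means B-score under library mean minus 4 SD, starting fluorescence ratio at most library mean plus 5 SD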;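 further: more negative B-score means stronger inhibition of thallium flux through KCNK3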
# Target sequence (O14649 whole entry, looked up): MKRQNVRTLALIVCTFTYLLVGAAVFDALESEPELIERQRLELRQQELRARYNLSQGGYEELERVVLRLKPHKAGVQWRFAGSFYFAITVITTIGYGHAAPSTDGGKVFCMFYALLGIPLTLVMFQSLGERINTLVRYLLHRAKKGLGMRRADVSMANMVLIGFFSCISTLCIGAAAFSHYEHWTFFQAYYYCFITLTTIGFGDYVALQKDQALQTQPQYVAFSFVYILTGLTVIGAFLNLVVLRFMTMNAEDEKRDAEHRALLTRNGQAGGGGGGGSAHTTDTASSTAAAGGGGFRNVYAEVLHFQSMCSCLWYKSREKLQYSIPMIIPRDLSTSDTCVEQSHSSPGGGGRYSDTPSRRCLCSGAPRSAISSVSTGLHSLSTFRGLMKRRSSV
# GSK3 alpha inh: blockers of GSK3A enzyme activity – biochemical, luminescence, cell-free homogeneous, HTS, primary screen. Glycogen synthase kinase-3 alpha (Homo sapiens), P49840. 0.1% of 320,000 active. AID 2650, 2010. GSK-3 alpha kinase, ADP-Glo luminescence, 60 min. inhibition, % at 10 µM;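 in the data active means inhibition above about 50%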;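 further: GST-tagged GSK-3 alpha with peptide substrate and 25 µM ATP; 0% = DMSO neutral wells and 100% = GW8510 positive control wells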
# PolyA inh: polyadenylation inhibitors in yeast reporter cells, primary screen, luminescence, S. cerevisiae; calls only at 12 µM; S. cerevisiae SKY197-pL101 polyadenylation reporter, beta-gal luminescence; efflux-impaired pdr1/pdr3 knockout yeast; score 100 = 6 SD above DMSO; AID 1875, 2009; 0.02% of 300,000 active;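 active means lowest replicate activity score at least 50, where 100 means six control SD above control mean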;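 further: yeast exposed to compound for 9 h at 30 °C; higher score means more reporter readthrough which indicates perturbed polyadenylation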
# KCNQ1 block: inhibitors of human KCNQ1 channel, primary screen, cell-based, thallium flux, high-throughput; AID 2642, 2010; CHO-K1 KCNQ1, FluxOR thallium flux fluorescence; active compounds read high; B-score at 10 µM; 1.3% of 310,000 active;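 active means compounds whose thallium flux B-score, printed positive for inhibition, exceeds three library SD while starting fluorescence stays within three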;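 further: channel opened by potassium depolarization with thallium stimulus after 20 min compound exposure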
# HDAC3 inh: HDAC3 deacetylase inhibitors, primary screen, biochemical, fluorescence, cell-free homogeneous. recombinant HDAC3, fluorogenic peptide/trypsin coupled. AID 2718, 2010. Histone deacetylase 3 (Homo sapiens), O15379. inhibition, % at 8.3 µM. 0.15% of 320,000 active; in the data active means inhibition above about 26%, passing the limit was not always enough
# GSK3beta inhib: human GSK3beta kinase inhibitors, primary screen, biochemical, cell-free homogeneous, HTS; GST-GSK3beta kinase, ADP-Glo luminescence, 60 min; active compounds read low; activity score (negative = inhibition), % at 10 µM; 0.038% of 300,000 active; AID 2097, 2009;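 active means more than half of replicate wells score below -50%, meaning over 50% inhibition versus plate controls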;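 further: 0% = median DMSO wells and -100% = median GW8510 positive control wells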
#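 Test system: GST-tagged human GSK3beta kinase, cell-free; evaluation: activity score scaled between in-plate DMSO and GW8510 controls; measured by: ADP-Glo luminescence; incubation: 60 min reaction, RT; benchmarks: DMSO and 20 µM GW8510; reagent: peptide substrate plus 25 µM ATP (final); medium: Tris/MgCl2 kinase buffer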
# Dyrk1A ADPGlo: rat Dyrk1A kinase inhibitors, primary screen, biochemical, single point, plate reader | Dual specificity tyrosine-phosphorylation-regulated kinase 1A (Rattus norvegicus), Q63470 | ADP-Glo luminescence, NFATc1 peptide | inhibition, % at 12.5 µM | 0.43% of 310,000 active; in the data active means inhibition above about 50%;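 further: plate controls were vehicle with enzyme for no effect and no enzyme for full effect; many of its hits are not listed in these tables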
# hERG protect: hERG rescue from dofetilide block, primary screen, cell-based, CHO-hERG, FluxOR thallium flux, dofetilide IC70; activation (rescue from dofetilide block), less the hit threshold, % at 10 µM; AID 1511, 2009; 0.51% of 310,000 active; dofetilide IC70 present;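 active means activation above the mean of controls blocked by dofetilide plus 5 SD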;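 further: thallium influx through hERG after potassium depolarization seen as dye fluorescence rise; in these data hits start at about 4.7%; inactives centre near -7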
# * = called active by the depositor; i = inactive; . = not tested or not shown; & = joins results of further samples. Only part of the results is shown; count on the stated rates, not on these rows.
item	smiles	Dyrk1A ADPGlo	KCNK3 block	HDAC3 inh	PolyA inh	KCNQ1 act	GSK3beta inhib
1	CCOc1ccc(S(=O)(=O)N2CCCCC2)cc1NC(=O)CN1C(=O)NC(C)(c2ccccc2)C1=O (centres undefined)	1.5	i	8.7	i	i	4.5
2	COCCNC(=O)c1cc(-c2ccc3c(c2)OCO3)on1	-2.0	i	-5.2	i	i	2.7
3	Cc1cc(C)c(NC(=O)CNC(=O)COC(=O)Cc2cccs2)c(C)c1	-4.3	i	-3.2	i	i	4.1
4	O=C(Cc1ccccc1)Nc1ccc(NC(=O)c2ccccc2)nc1	8.4	i	2.1	i	i	-2.7
5	COC(=O)c1ccccc1NC(=O)c1ccc(-c2cccc(Cl)c2)o1	-1.3	i	2.4	i	i	-1.5
6	CCOC(=O)C1CCN(C(C(=O)NC2CCCC2)c2ccc(C)cc2)CC1 (centres undefined)	1.2	i	0.5	i	i	-0.6
7	CCN1CCN(CC(O)COc2ccc(C)c(C)c2)CC1 (centres undefined)	-5.2&3.6	i	-0.7	i	i	-3.5
8	O=C(CSc1nc2ccccc2c(=O)n1-c1ccc(OC(F)F)cc1)NCc1cccs1	5.5	i	1.5	i	i	0.9
9	CN(C)/C=C(/C(=O)c1ccc(Cl)cc1)S(=O)(=O)c1ccc(Cl)cc1	2.1	i	-0.6	i	i	9.1
10	COc1ccc(C)cc1NS(=O)(=O)c1ccc2c(c1)n(C)c(=O)n2C	-4.8	i	6.9	i	i	0.1

item	hERG protect	GSK3 alpha inh	KCNK9 inh	RGS4 pot	KCNQ1 block
1	-15.1	-2.9	i	i	i
2	-7.4	-0.1	i	i	i
3	-12.7	-4.7	i	i	i
4	-3.9	6.1	i	i	i
5	-8.2	-4.3	i	i	i
6	-4.5	0.4	i	i	i
7	-7.3	0.0	i	i	i
8	-5.8	-2.5	i	i	i
9	-12.5	1.0	i	i	i
10	-6.2	-2.3	i	i	i

# 7 of these compounds, set out differently.
item	mol	Dyrk1A ADPGlo	KCNK3 block	HDAC3 inh	PolyA inh	KCNQ1 act	GSK3beta inhib	hERG protect	GSK3 alpha inh	KCNK9 inh	RGS4 pot	KCNQ1 block
1	CCOc1ccc(S(=O)(=O)N2CCCCC2)cc1NC(=O)CN1C(=O)NC(C)(c2ccccc2)C1=O (centres undefined)	1.5	i	8.7	i	i	4.5	-15.1	-2.9	i	i	i
2	COCCNC(=O)c1cc(-c2ccc3c(c2)OCO3)on1	-2.0	i	-5.2	i	i	2.7	-7.4	-0.1	i	i	i
3	Cc1cc(C)c(NC(=O)CNC(=O)COC(=O)Cc2cccs2)c(C)c1	-4.3	i	-3.2	i	i	4.1	-12.7	-4.7	i	i	i
4	O=C(Cc1ccccc1)Nc1ccc(NC(=O)c2ccccc2)nc1	8.4	i	2.1	i	i	-2.7	-3.9	6.1	i	i	i
5	COC(=O)c1ccccc1NC(=O)c1ccc(-c2cccc(Cl)c2)o1	-1.3	i	2.4	i	i	-1.5	-8.2	-4.3	i	i	i
6	CCOC(=O)C1CCN(C(C(=O)NC2CCCC2)c2ccc(C)cc2)CC1 (centres undefined)	1.2	i	0.5	i	i	-0.6	-4.5	0.4	i	i	i
7	CCN1CCN(CC(O)COc2ccc(C)c(C)c2)CC1 (centres undefined)	-5.2&3.6	i	-0.7	i	i	-3.5	-7.3	0.0	i	i	i

# The list goes on.
item	smiles	Dyrk1A ADPGlo	KCNK3 block	HDAC3 inh	PolyA inh	KCNQ1 act	GSK3beta inhib
11	CC(=O)c1cccc(NC(=O)c2sc3nc4n(c(=O)c3c2C)CCCCC4)c1	6.8	i	9.5	i	i	-1.8
12	Cc1ncc(CO)c(/C=N/NC(=S)Nc2ccc(F)cc2)c1O	3.2	i	-1.9	i	i	2.5
13	CCOC(=O)N1CCN(S(=O)(=O)N2CCCC(C(=O)NCc3ccccc3OC)C2)CC1 (centres undefined)	4.8	i	-1.2	i	i	-0.6
14	CCc1cc2c(Sc3nc4ccccc4s3)ncnc2s1	-0.9	i	2.1	i	i	3.2
15	COc1ccc(OC)c(CCNC(=O)Cn2sc3nc(C)cc(C)c3c2=O)c1	.	.	-3.5	i	i	0.7
16	Cc1ccc(-c2c3c(=O)n(C)c(=O)n(C)c3cn2-n2cnnc2)cc1	3.4	i	-0.8	i	i	-0.7
17	COc1ccc(-n2nc(C(=O)NCC(=O)NCCC3=CCCCC3)c3ccccc3c2=O)cc1OC	-2.0	i	-1.7	i	i	0.6
18	COc1ccccc1NC(=O)CSc1nc2sc(C)c(C)c2c(=O)n1C	0.4	i	-5.5	i	i	-2.8
19	CSc1ccccc1OCc1cc(C(=O)NC2CCOC2)no1 (centres undefined)	.	i	-0.4	i	i	-4.1
20	O=S1(=O)CCN2C=Nc3sc4c(c3C2=N1)CCCC4	20.4	i	4.9	i	i	-1.2
21	COc1ccc(NC(=O)c2ccccc2C)cc1	12.7	i	-5.2	i	i	-2.3

item	hERG protect	GSK3 alpha inh	KCNK9 inh	RGS4 pot	KCNQ1 block
11	-3.5	1.1	i	i	i
12	-16.5	5.5	i	i	i
13	-7.5	0.6	i	i	i
14	-5.8	-1.9	i	i	i
15	-40.7	-0.2	i	i	6*
16	-7.8	-5.4	i	i	i
17	-8.6	-1.4	i	i	i
18	-4.9	-2.3	i	i	i
19	-4.7	-1.0	i	i	i
20	0.8	1.7	i	i	i
21	-5.0	-1.1	i	i	i

# Screening results: PubChem BioAssay, several laboratories
